Screening data from PubChem.
HT1080 cytotoxicity: cytotoxicity in HT1080 fibrosarcoma cells, cell-based, fluorescence readout (AID 620). cytotoxicity, % at 10 µM, or EC50 in µM where a hit was titrated. 87,000 compounds, 0.42% hits. HT1080 viability, fluorescence; higher % means a stronger effect; in the data active means cytotoxicity above about 50%;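 further: cells exposed to compound overnight then 4 h with Alamar Blue; 0% = vehicle DMSO and 100% = killing control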
Active calls of the source: *. These rows are one share of the data; rates above refer to the full screens.

Start of the data: the first 5 records as a preview:
Molecule | HT1080 cytotoxicity
O=C(CCC1CCCC1)Nc1ccc(OCC(=O)N2CCOCC2)cc1 | -5%
Cc1onc(-c2c(F)cccc2Cl)c1C(=O)Nc1sc2c(c1C#N)CCC(C(C)(C)C)C2 (stereo unspecified) | -5%
O=C(Nc1ccccn1)NC1CCCCC1 | -4%
c1ccc(-c2nc(CSc3n[nH]c(-c4cccs4)n3)cs2)cc1 | -11%
COc1ccccc1C(=O)Nc1ccon1 | -4%

All compounds of this part, from the start:
Molecule | HT1080 cytotoxicity
O=C(CCC1CCCC1)Nc1ccc(OCC(=O)N2CCOCC2)cc1 | -5%
Cc1onc(-c2c(F)cccc2Cl)c1C(=O)Nc1sc2c(c1C#N)CCC(C(C)(C)C)C2 (stereo unspecified) | -5%
O=C(Nc1ccccn1)NC1CCCCC1 | -4%
c1ccc(-c2nc(CSc3n[nH]c(-c4cccs4)n3)cs2)cc1 | -11%
COc1ccccc1C(=O)Nc1ccon1 | -4%
O=C(COC(=O)c1ccccc1Nc1cccc(C(F)(F)F)c1)NCc1ccco1 | 3%
CCN1CCN(C(=O)C2CCC(CNS(=O)(=O)c3ccccc3)CC2)CC1 (stereo unspecified) | -4%
CCc1ccc(N(C(=O)CCC(=O)Nc2cc(C)on2)C(C(=O)NC2CCCC2)c2ccco2)cc1 (stereo unspecified) | -12%
CCOC(=O)C1CCCN(C(=O)CSCc2ccccc2)C1 (stereo unspecified) | -4%
Cc1ccc(C(=O)Nc2nnc(C3CCCCC3)s2)o1 | 4%
COc1ccccc1NCC(O)Cn1c2ccccc2c2ccccc21 (stereo unspecified) | -7%
CC(C)C(CCN1C(=O)c2ccccc2C1=O)c1ccco1 (stereo unspecified) | -6%
Cc1c(C(=O)N2CCC(C)CC2)oc2ccc(S(=O)(=O)N3CCC4(CC3)OCCO4)cc12 | 0%
O=C1CC(SCc2nc3ccccc3[nH]2)C(=O)N1c1ccc(Cl)cc1 (stereo unspecified) | 11%
COC(=O)c1ccccc1NC(=O)c1cc(-c2ccc(C)cc2)on1 | 16%
COc1ccc(/C(N)=N/OC(=O)Oc2ccccc2)cc1 | 5%
c1ccc(C2=NC(c3ccccc3)N=C(c3ccccc3)N2)cc1 | 0%
N#CC1(C#N)CC(C=O)=C(N)C1(C#N)CC(=O)c1ccc(F)cc1 (stereo unspecified) | 1%
CCn1c(CC(=O)Nc2ccc(C)c(Cl)c2)nnc1SCC(=O)Nc1nc(C)cs1 | -13%
CC1(c2ccc3noc(-c4ccc(F)cc4)c3c2)OCCO1 | 13%
CCOC(=O)N=S(=O)(Oc1ccc([N+](=O)[O-])cc1)c1ccc(Cl)cc1 (stereo unspecified) | -2%
C=CCn1c(SCc2c(C)noc2C)nc2ccccc2c1=O | 60%*
Cc1cc(Nc2ccc(Cl)cc2)n(-c2cccc(Cl)c2)n1 | -6%
C/C(=N\OC(=O)c1ccc(C)cc1)c1sc(C)nc1C | -6%
COc1ccc(CNC(=O)c2ccc(C)o2)cc1 | 6%
CC(C)NCCOCCOc1ccccc1F | 1%
CN(C(=S)Nc1ccc(F)cc1)C1(c2ccccc2Cl)CCCCC1=O (stereo unspecified) | -9%
CCCC1NC(=O)NC(C)=C1C(=O)OCC (stereo unspecified) | 1%
O=S1(=O)N=C(Oc2cccc3ccccc23)c2ccccc21 | -7%
CC(C)(C)N1CC(c2nc3ccccc3n2Cc2ccc(Cl)cc2)CC1=O (stereo unspecified) | -14%
CCCCCC(C)NC(=O)c1ccoc1C (stereo unspecified) | -3%
Cc1ccccc1C(=O)N1CCc2ccccc2C1 | 0%
CC(=O)n1nc(-c2ccc(Cl)cc2)nc1NCc1ccco1 | 6%
CCOC(=O)N1CCN(C(=O)COc2ccc(Cl)cc2)CC1 | -7%
CCN(CC)c1ccc(NC(=O)COC(=O)c2ccc3ccccc3n2)cc1 | -7%
CCOCC(=O)Nc1nnc(COC)s1 | 12%
COc1ccc(N2C(=O)CSC23C(=O)N2c4c(cccc43)C(C)=CC2(C)C)cc1 (stereo unspecified) | -14%
COc1ccc(OC)c(/C(O)=C/C(=O)C(=O)Nc2cc(C)ccc2OC)c1 | -11%
CCOC(=O)C1C(=O)C=C(c2ccc(Br)cc2)CC1c1ccco1 (stereo unspecified) | -12%
Cc1cccc2sc(NC(=O)CSc3nc4ccccc4o3)nc12 | -6%
COc1ccccc1NC1=NC(C)(C)N=C(N)N1 | -26%
Cc1cc(C)cc(OCC(=O)N2N=C(C(F)(F)F)CC2(O)C(C)(C)C)c1 (stereo unspecified) | -5%
CCOc1ccc(-c2nnc(-c3ccc(OC)cc3)o2)cc1 | -3%
Cc1ccc(C(=O)NC2CCSC2=O)cc1 (stereo unspecified) | 9%
COC(=O)c1ccccc1NC(=O)c1ccc(-c2cccc(Cl)c2)o1 | -4%
Cc1nnc(N(Cc2ccco2)C(=O)c2ccc(C#N)cc2)s1 | 5%
CCOC(=O)/C(C#N)=C1\C=CN(C)C(C)=N1 | 0%
CCCC1C2C(=O)N(c3ccccc3)C(=O)C2ON1c1ccccc1 (stereo unspecified) | -11%
Cc1ccc(NC(=O)N2CCC(O)(c3cccnc3)CC2)cc1 | 5%
Cc1ccc2nc(Nc3nc(CSc4nnnn4-c4ccccc4)cc(=O)[nH]3)nc(C)c2c1 | 14%
COc1ccccc1NC(=S)NCCc1ccccc1 | -16%
O=C(Nc1ccccc1C(=O)O)c1cccc(F)c1 | 25%
COc1ccc(S(=O)(=O)N(C)CC(=O)NCc2ccco2)cc1 | -4%
CC(CNCC1CCCO1)COc1ccccc1 (stereo unspecified) | -4%
O=C(CSc1nnc(NC2CCCCC2)s1)Nc1ccc(N2CCOCC2)cc1 | -11%
CC(CNC(=O)C1CCCCC1C(=O)O)c1ccccc1 (stereo unspecified) | 2%
CCS(=O)(=O)c1ccc2oc(Nc3cc(C)cc(C)c3)nc2c1 | -15%
Oc1c(Br)cc(C2N=C(c3ccccc3)NO2)cc1Br (stereo unspecified) | 7%
CC/C(=N/Nc1ccccc1)c1cnnc(-c2ccccc2)n1 | 4%
CCOC(=O)c1ccc(N2C(=O)CC(N3CCC(O)(c4ccc(Br)cc4)CC3)C2=O)cc1 (stereo unspecified) | -5%

Going on with the list:
SMILES,HT1080 cytotoxicity
CC(=O)N1CC(=O)N(OCc2ccccc2)C1c1ccc(Cl)cc1Cl (stereo unspecified),3%
COc1ccc2nc(SCC(=O)c3ccco3)[nH]c2c1,0%
COC(=O)c1ccc(C(NC(=O)OCc2ccccc2)/C(C)=C/[C@@H](C)C(=O)NCCO)cc1 (stereo partly specified),-9%
CCC(C)NC(=O)CSc1nnc(-c2ccoc2C)n1CC1CCCO1 (stereo unspecified),-3%
CC(C)CNC(=O)NC(=O)COc1ncnc2sccc12,-3%
Cc1[nH]nc2c1C1(C(=O)Nc3ccc([N+](=O)[O-])cc31)C(C#N)=C(N)O2 (stereo unspecified),-12%
CCOC(=O)N1CCC(N2CCN(S(=O)(=O)c3ccc(C)cc3)CC2)CC1,22%
Cc1cccc(CN2CCCC(C(=O)N3CCc4ccccc4C3)C2)c1 (stereo unspecified),3%
CC(=O)N1CC=CC1(CC(C)C)C(=O)NCc1ccc(C)o1 (stereo unspecified),-31%
CC(=O)Nc1ccccc1-c1nnc(SCc2ccccc2Cl)[nH]c1=O,-8%
CCCCOc1ncnc2c1[nH]c1ccc(OC)cc12,-8%
CCN1N=C(c2ccccc2)Cn2c1nc1ccccc12,9%
O=C(Nc1cc(Cl)ccc1Cl)C1CC(=O)N(c2ccc(Br)cc2)C1 (stereo unspecified),5%
O=C(COC(=O)c1ccccc1NC(=O)c1ccco1)Nc1ncc(Cl)cc1Cl,14%
CC(=O)Nc1ccc(NC(=O)c2ccccc2C)cc1,14%
Cc1cccc(-c2cc3nc(C)cc(N4CC(C)CC(C)C4)n3n2)c1 (stereo unspecified),-15%
CC(=O)Nc1ccc(S(=O)(=O)N2CCc3ccccc3C2)cc1,4%
CCCc1nc2ccccc2c(C(=O)OCC(=O)Nc2ccc(S(=O)(=O)N3CCOCC3)cc2)c1CC,-5%
COc1ccc(N2C(=O)CN=C2Nc2nc(C)cc(C)n2)cc1OC,6%
COc1ccc2c(c1[N+](=O)[O-])CCC/C2=N/OC(=O)c1cccc2ccccc12,2%
CCOC(=O)C1=C(C)Nc2ncnn2C1c1cccs1 (stereo unspecified),-3%
CC(C)(C)c1ccc(Oc2cccc(C3CC(=O)C(C4NCCc5ccccc54)C(=O)C3n3cncn3)c2)cc1 (stereo unspecified),-2%
O=C(NC1CCCCCCC1)C1c2ccccc2C(=O)N1Cc1ccco1 (stereo unspecified),4%
Cn1c(=O)[nH]c(=O)c2c1nc(N1CCCCCC1)n2CC(N)=O,-17%
CCOC(=O)c1sc(NC(=O)CSc2nc(-c3ccco3)cc(C(F)(F)F)n2)c(C(=O)OC(C)C)c1C,-4%
COC(=O)c1cccc(C23CC4(C2)[C@H](CN(Cc2ccc(-c5ccccc5)cc2)[C@@H]4c2ccccc2)C3c2ccc(C(F)(F)F)cc2)c1 (stereo partly specified),-9%
CC(C)C(=O)Nc1cccc(C(=O)N2CCCCC2C)c1 (stereo unspecified),-8%
O=C(CSc1ccc2ccccc2n1)c1ccc2c(c1)OCO2,4%
COc1cccc(-c2nc(OC(C)C)c3ccccc3n2)c1,-23%
O=C(O)/C=C/C(=O)Nc1ccccc1C(=O)Nc1ccccc1,0%

Entries shown so far containing a CF3 group:
SMILES,HT1080 cytotoxicity
O=C(COC(=O)c1ccccc1Nc1cccc(C(F)(F)F)c1)NCc1ccco1,3%
Cc1cc(C)cc(OCC(=O)N2N=C(C(F)(F)F)CC2(O)C(C)(C)C)c1 (stereo unspecified),-5%
CCOC(=O)c1sc(NC(=O)CSc2nc(-c3ccco3)cc(C(F)(F)F)n2)c(C(=O)OC(C)C)c1C,-4%
COC(=O)c1cccc(C23CC4(C2)[C@H](CN(Cc2ccc(-c5ccccc5)cc2)[C@@H]4c2ccccc2)C3c2ccc(C(F)(F)F)cc2)c1 (stereo partly specified),-9%

Later entries:
SMILES,HT1080 cytotoxicity
Cc1ccc2c(N)c(C#N)sc2n1,-5%
O=C(O)c1ccc(CS(=O)(=O)Cc2ccccc2F)o1,-3%
CCCc1nnc(NC(=O)Cn2c(=O)oc3cc(Br)ccc32)s1,-5%
CCN1CCN(C(=O)C2(NC(=O)Nc3ccccc3Cl)CCCCC2)CC1,-2%
COc1ccccc1OCC(=O)Nc1cccc(N(C)S(C)(=O)=O)c1,16%
COc1cc2c(cc1NC(=O)CN1CCN(S(=O)(=O)c3ccccc3F)CC1)oc1ccccc12,-3%
CCCC1C2C(=O)N(c3ccc(OC)cc3)C(=O)C2ON1c1ccccc1 (stereo unspecified),-5%
CCOC(=O)NC1(NC(C)C)Oc2ccccc2O1,9%
Cc1ccccc1OCC(=O)Nn1c(COc2ccccc2)nc2ccccc2c1=O,12%
CC(C)NS(=O)(=O)c1ccc(OCC(=O)Nc2ccc(F)cc2F)cc1,2%
CC(NC(=O)CSc1nc2ccccc2n1CCC#N)c1ccc(F)cc1 (stereo unspecified),-6%
COc1ccccc1CNC(=O)C(=O)NCC1CCCO1 (stereo unspecified),1%
Cn1c(=O)c2[nH]c(NCCCN3CCOCC3)nc2n(C)c1=O,1%
O=C(N[C@@H](Cc1ccccc1)C(=O)O)c1ccccc1,5%
CC1CCCCN1S(=O)(=O)c1ccc(NC(=O)c2ccco2)cc1 (stereo unspecified),-16%
CN(C)S(=O)(=O)c1cccc(C(=O)NCc2cccs2)c1,28%
CC(=O)c1c(C(C)=O)c(C)n(NC(=O)c2ccccc2Cl)c1C,-3%
Cc1ccc2c(=O)cc(C(F)F)oc2c1,8%
Cc1ccc2nc(NC(=O)Cc3cccs3)sc2c1,-2%
C=CCSc1nccc(-c2cc(Cl)sc2Cl)n1,0%
COc1cccc(CNc2ccc(N3CCC(C)CC3)cc2)c1OC,-1%
COC(=O)[C@@]1(Cc2ccc(OC)cc2)[C@H]2c3cc(C(=O)N4CCCC4)n(CCc4ccc(O)c(OC)c4)c3C[C@H]2CN1C(=O)c1ccccc1,0%
COc1ccc(C(=O)NCC2OCCc3ccccc32)cc1 (stereo unspecified),-12%
OCc1ccccc1NC(=S)Nc1cccnc1,-8%
CC(=Nc1cccc(C)c1)c1sc2ccccc2c1O,-30%
Cc1cc(/C=C(\C#N)C(=O)NCc2cccs2)c(C)n1-c1ccc([N+](=O)[O-])cc1,4%
Cc1noc(C)c1S(=O)(=O)N1CCCCC1,0%
CCC(C(=O)NCc1ccco1)N(Cc1cccs1)C(=O)CNS(=O)(=O)c1ccccc1 (stereo unspecified),-4%
CS(=O)(=O)N(CC(=O)Nc1cc(Cl)ccc1Cl)c1ccccc1,3%
Cc1cc(C)nc(SCc2nnc(SCC(=O)Nc3nc(-c4ccccc4)cs3)n2-c2ccccc2)n1,-7%
O=C(Nc1ccc(CN2CCOCC2)cc1)c1ccccc1F,-11%
COc1ccccc1NC(=O)CSc1nnnn1-c1ccc(C)cc1,-14%
CCC(Sc1ccccc1C(=O)O)C(=O)O (stereo unspecified),-5%
O=C(OCCN=C1NS(=O)(=O)c2ccccc21)c1ccncc1,3%
O=c1c2c(-c3cccs3)csc2ncn1-n1cccc1,-4%
Cc1nc(-c2cccc(NC(=O)c3cccs3)c2)cs1,5%
O=C(Nc1cccc(F)c1)N1CCN(C/C=C/c2ccccc2)CC1,8%
CN(C)c1ccc(C(=O)Nc2cc(C(F)(F)F)ccc2-n2cncn2)cc1,-3%
Cc1cc2c(cc1C)-c1nnc(-c3ccc4ccccc4n3)n1C(C)(C)C2,-6%
CCOc1ccccc1C(=O)N1CCC(n2nnc3cc(C(F)(F)F)ccc32)CC1,22%

Some values from the list.
CN(C)c1ccc(C(=O)Nc2cc(C(F)(F)F)ccc2-n2cncn2)cc1 in HT1080 cytotoxicity → -3%
COc1ccccc1NC(=O)CSc1nnnn1-c1ccc(C)cc1 in HT1080 cytotoxicity → -14%
O=C(Nc1ccc(CN2CCOCC2)cc1)c1ccccc1F in HT1080 cytotoxicity → -11%
CCC(Sc1ccccc1C(=O)O)C(=O)O (stereo unspecified) in HT1080 cytotoxicity → -5%

Arranged by SMILES length (rising): 3 of the compounds above
SMILES,HT1080 cytotoxicity
CCC(Sc1ccccc1C(=O)O)C(=O)O (stereo unspecified),-5%
O=c1c2c(-c3cccs3)csc2ncn1-n1cccc1,-4%
O=C(OCCN=C1NS(=O)(=O)c2ccccc21)c1ccncc1,3%
